SIAE inh: inhibitors of human sialic acid acetylesterase SIAE. SIAE FP-Rh probe binding, fluorescence polarization. Q9HAT2. inhibition, % at 9.66 µM. actives 0.69% (n = 370,000);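 active means inhibition above a cutoff: mean of compounds within the control limits plus 3 SD of those, cut at about 17% in these data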;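 further: 0% = plate median of compound wells and 100% = probe without SIAE protein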
Target sequence (Q9HAT2 whole entry, looked up): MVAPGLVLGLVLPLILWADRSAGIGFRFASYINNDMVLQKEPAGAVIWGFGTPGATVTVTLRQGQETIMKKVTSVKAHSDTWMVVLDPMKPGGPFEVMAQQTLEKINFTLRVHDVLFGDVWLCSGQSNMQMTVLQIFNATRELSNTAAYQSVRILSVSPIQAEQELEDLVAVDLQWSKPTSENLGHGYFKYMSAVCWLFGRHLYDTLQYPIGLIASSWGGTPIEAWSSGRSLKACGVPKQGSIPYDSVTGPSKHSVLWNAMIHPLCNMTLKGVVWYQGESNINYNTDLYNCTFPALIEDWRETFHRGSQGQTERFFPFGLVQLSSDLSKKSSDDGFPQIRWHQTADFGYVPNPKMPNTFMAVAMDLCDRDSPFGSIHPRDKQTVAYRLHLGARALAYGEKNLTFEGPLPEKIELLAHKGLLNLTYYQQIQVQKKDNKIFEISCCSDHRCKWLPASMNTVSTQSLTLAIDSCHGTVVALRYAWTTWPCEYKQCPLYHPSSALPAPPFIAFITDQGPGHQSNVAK
mABHD4 FP: inhibitors of mouse ABHD4; purified mABHD4, FP-Rh probe fluorescence polarization; actives 0.54% (n = 370,000); inhibition, % at 8.92 µM; Q8VD66;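 active means inhibition exceeding the mean over every tested compound plus 3 SD, cut at about 30% in these data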;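 further: 0% = plate median of compound wells and 100% = S159A mutant with DMSO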
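Assay system: mABHD4 protein; medium: HEPES pH 7.0, NaCl, Pluronic buffer; dosing: 8.92 µM, single dose; schedule: 45 min + 60 min at 25 °C; signal: FP readout, ex 525 nm / em 598 nm; read-out: normalized percent inhibition of probe labeling; repeats: single replicate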
TDP2 absorb: blocks human TDP2 phosphodiesterase activity. O95551. recombinant TDP2, T5PNP hydrolysis, p-nitrophenol absorbance 415 nm. inhibition, % at 12.8 µM. actives 0.34% (n = 370,000);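 active means inhibition above the mean of all tested compounds plus 3 SD, set per campaign, cut at about 25% in these data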;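 further: 0% = DMSO with enzyme and 100% = buffer with substrate but no TDP2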
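Test system: human TDP2 enzyme; Input: 120 nM TDP2 per well; Buffer or medium: Mg2+-containing Tris-HCl buffer, pH 7.5; Reagent: 5 mM T5PNP; Dosing: 12.8 µM single point, 1% DMSO; Incubation: reaction 2 h, 37 °C; Detection: p-Nitrophenol epi absorbance; Read-out: % inhibition relative to enzyme-containing and enzyme-free wells; Replicates: single well per compound.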
rCAG RNA binder: molecules binding r(CAG) RNA repeats; r(CAG) RNA repeat, TO-PRO-1 dye displacement fluorescence; inhibition, % at 3 µM; actives 1.3% (n = 370,000); AID 651821;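 active means inhibition above the plate cutoff, the mean of all test compounds on that plate plus 3 SD, cut at about 35% in these data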;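 further: 0% = DMSO alone and 100% = 100 µM mitoxantrone as full dye displacement; higher means more dye released from RNA so lower well fluorescence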
PRMT1 inh: blocks human protein arginine methyltransferase 1; Q99873; recombinant PRMT1, activity-based probe fluorescence polarization; inhibition, % at 2.79 µM; actives 1.3% (n = 370,000); AID 652257;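 active means inhibition above about 21% made by adding two undisclosed values, limit read from the data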
LEDGF integ inh: blocks HIV-1 LEDGF/p75-dependent DNA integration; TR-FRET IN-LEDGF/p75 DNA integration, Eu/Cy5; inhibition, % at 3.7 µM; actives 0.64% (n = 370,000);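 active means inhibition above the screen-wide mean plus 3 SD, cut at about 13% in these data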;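 further: signal is the Cy5 over europium emission ratio at 671 and 618 nm; 0% = plate median of compound wells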
MBD2 inh: blocks human MBD2 binding to methylated DNA | Q9UBB5 | TR-FRET, MBD2 binding to methylated oligonucleotide | inhibition, % at 4.4 µM | actives 0.31% (n = 370,000); in the data active means inhibition above about 13%
NPR2 activator: GC-B (human) receptor activation. P20594. HEK293-GC-B cells, CNP EC30, cGMP TR-FRET; 0% at EC30 CNP, 100% saturating CNP. activation, % at 10 µM. actives 0.11% (n = 370,000);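 active means activation at 10 µM reaching about 35% in either raw or pattern-adjusted values, limit read from the data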
HTRA1 inh: blocks human HTRA1 serine peptidase. Q92743. recombinant HTRA1, FP-rhodamine activity-based probe, fluorescence polarization. inhibition, % at 5.96 µM. actives 0.5% (n = 340,000); in the data active means inhibition above about 36%;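 further: 0% = enzyme with DMSO and 100% = wells lacking enzyme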
TCR CD3 inh: human TCR-CD3 binding inhibition; actives 0.37% (n = 360,000); TAMRA-labeled TCR probe fluorescence, biochemical; inhibition, % at 9.4 µM; in the data active means inhibition above about 19%;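 further: recombinant mutant TCR 2C K166C tagged with TAMRA read by polarization; 0% = receptor in buffer alone and 100% = receptor with positive control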
Numbers without * were called inactive; nt = not tested or not shown. Only part of the results is shown, so the mix of outcomes need not match the whole.

| cpd | SMILES | SIAE inh | mABHD4 FP | TDP2 absorb | rCAG RNA binder | PRMT1 inh | LEDGF integ inh | MBD2 inh | NPR2 activator | HTRA1 inh | TCR CD3 inh |
| --- | --- | --- | --- | --- | --- | --- | --- | --- | --- | --- | --- |
| 1 | O=C(Nc1ccc2[nH]ncc2c1)C1CCC1 | -4 | 4 | 12 | 3 | -3 | -3 | 1 | -3 | 3 | -1 |
| 2 | COc1ccc(NS(=O)(=O)c2cccc(C(=O)NN=Cc3cc(Br)c(O)c(Br)c3)c2)cc1 | -26 | 1 | 6 | 39* | 3 | -3 | 0 | -4 | 23 | 7 |
| 3 | CCCC(=O)NC(c1ccccc1Cl)c1c(O)ccc2ccccc12 (stereo unspecified) | -10 | -14 | 6 | 2 | -1 | 0 | 4 | -7 | -23 | 1 |
| 4 | COc1ccc(NC(=O)NCCCN2CCN(c3cc(C)ccc3C)CC2)cc1 | 6 | 5 | -6 | 0 | -6 | -3 | 2 | -8 | 0 | 6 |
| 5 | CCOc1ccccc1NC(=O)CN(C)S(=O)(=O)c1cnc[nH]1 | 4 | 1 | -6 | 0 | -1 | -1 | 1 | 3 | -6 | 2 |
| 6 | COC(=O)c1cc(OC)nc(OC)c1 | -7 | 0 | 3 | -2 | 3 | -1 | 1 | 5 | 4 | -10 |
| 7 | CCN(C(=O)CSc1ccc2c(c1)OCCO2)C1CCS(=O)(=O)C1 (stereo unspecified) | 2 | -7 | 2 | 5 | 7 | -1 | -2 | 7 | 7 | -2 |
| 8 | C[C@]12c3[nH]c4cc(-c5ccco5)ccc4c3CCN1C(=O)[C@@H](CC(=O)NCc1ccco1)C[C@@H]2C(=O)N1CCCCC1 | -6 | -19 | 2 | 8 | 7 | 10 | 2 | -5 | -2 | 5 |
| 9 | O=c1c2sc3nc(N4CCOCC4)c4c(c3c2ncn1C(c1ccccc1)c1ccccc1)CCCC4 | 3 | -1 | 0 | 2 | 0 | -2 | 0 | 8 | -4 | -9 |
| 10 | CCCc1cc(=O)oc2c(C)c(OCC(=O)NC3CC(C)(C)NC(C)(C)C3)ccc12 | -1 | 5 | -5 | 3 | 0 | -2 | 4 | -2 | 1 | -9 |
| 11 | COCC1CCN(C(=O)c2cc(COc3ccc(-n4cncn4)cc3)on2)CC1 | 1 | 4 | 4 | -8 | 3 | 1 | 7 | 1 | 3 | -5 |
| 12 | CCCCn1c(=O)[nH]c(=O)c2c1nc(-c1cccc(OC)c1)n2C | 5 | 6 | 12 | 1 | 2 | -1 | -3 | 1 | 12 | 3 |

Following part.
| cpd | SMILES | SIAE inh | mABHD4 FP | TDP2 absorb | rCAG RNA binder | PRMT1 inh | LEDGF integ inh | MBD2 inh | NPR2 activator | HTRA1 inh | TCR CD3 inh |
| --- | --- | --- | --- | --- | --- | --- | --- | --- | --- | --- | --- |
| 13 | CC1CC(C)CN(CC(=O)NCCc2ccc(S(N)(=O)=O)cc2)C1 (stereo unspecified) | 2 | 6 | 8 | -2 | 4 | -1 | 1 | 2 | 11 | -2 |
| 14 | COc1ccc(-c2nnc(-c3cc(OC)c(OC)c(OC)c3)o2)cc1OC | 4 | 3 | 4 | 0 | 0 | -5 | -4 | 4 | 1 | 6 |
| 15 | CN(C(=O)COC(=O)c1ccc(-c2ccc(O)cc2)cc1)C1CCS(=O)(=O)C1 (stereo unspecified) | -13 | 4 | 5 | 4 | 5 | -5 | 6 | 3 | -6 | 0 |
| 16 | CCc1nc2ccc(C(=O)N3CCN(C(=O)c4ccco4)CC3)cn2c1N(C)Cc1nccs1 | 4 | 3 | 7 | 1 | -6 | -2 | -3 | -4 | nt | 5 |
| 17 | Cc1ccc(C(=O)NCC(=O)OC(C)C(=O)NCCC2=CCCCC2)cc1C (stereo unspecified) | 8 | 0 | 10 | -1 | 0 | 0 | 3 | 10 | 3 | 0 |
| 18 | O=C(Nc1ccc2c(c1)CCCN2C(=O)c1ccco1)c1cc([N+](=O)[O-])ccc1Cl | 6 | 0 | 11 | 1 | -1 | 3 | -1 | 2 | -7 | 5 |
| 19 | O=C1C2C3c4ccccc4C(c4ccccc43)C2C(=O)N1Cc1cccnc1 (stereo unspecified) | 2 | -10 | -2 | 0 | -2 | 4 | 3 | 1 | 1 | 2 |
| 20 | O=C(COC(=O)C1CCN(S(=O)(=O)c2cccc3cccnc23)CC1)c1ccc(F)cc1 | -3 | 1 | -5 | -2 | 2 | -1 | 2 | 3 | -7 | -1 |
| 21 | CCN(CC(=O)NCc1ccc(Cl)cc1)C(=O)COc1cccc(C(F)(F)F)c1 | 0 | -5 | 1 | -7 | 3 | -5 | 2 | 4 | -3 | -2 |
| 22 | CCN1C(=O)c2ccccc2S(=O)c2ccc(C(=O)N3CCCCCC3)cc21 (stereo unspecified) | -10 | -9 | -18 | 1 | -4 | 6 | 3 | -6 | -1 | 0 |
| 23 | O=C(Nc1nc2c(Cl)cccc2s1)c1ccc([N+](=O)[O-])o1 | 3 | 8 | -8 | -2 | 1 | -6 | -3 | -3 | 3 | -1 |
| 24 | NC(=O)/C(=C\c1ccncc1)c1cccc2ccccc12 | 4 | 5 | 1 | 2 | 3 | -1 | -2 | -1 | -1 | 2 |

Reprinted at random: 2 entries already listed
| cpd | SMILES | SIAE inh | mABHD4 FP | TDP2 absorb | rCAG RNA binder | PRMT1 inh | LEDGF integ inh | MBD2 inh | NPR2 activator | HTRA1 inh | TCR CD3 inh |
| --- | --- | --- | --- | --- | --- | --- | --- | --- | --- | --- | --- |
| 15 | CN(C(=O)COC(=O)c1ccc(-c2ccc(O)cc2)cc1)C1CCS(=O)(=O)C1 (stereo unspecified) | -13 | 4 | 5 | 4 | 5 | -5 | 6 | 3 | -6 | 0 |
| 19 | O=C1C2C3c4ccccc4C(c4ccccc43)C2C(=O)N1Cc1cccnc1 (stereo unspecified) | 2 | -10 | -2 | 0 | -2 | 4 | 3 | 1 | 1 | 2 |

Of the compounds above, these have four or more nitrogen atoms.
| cpd | SMILES | SIAE inh | mABHD4 FP | TDP2 absorb | rCAG RNA binder | PRMT1 inh | LEDGF integ inh | MBD2 inh | NPR2 activator | HTRA1 inh | TCR CD3 inh |
| --- | --- | --- | --- | --- | --- | --- | --- | --- | --- | --- | --- |
| 4 | COc1ccc(NC(=O)NCCCN2CCN(c3cc(C)ccc3C)CC2)cc1 | 6 | 5 | -6 | 0 | -6 | -3 | 2 | -8 | 0 | 6 |
| 5 | CCOc1ccccc1NC(=O)CN(C)S(=O)(=O)c1cnc[nH]1 | 4 | 1 | -6 | 0 | -1 | -1 | 1 | 3 | -6 | 2 |
| 8 | C[C@]12c3[nH]c4cc(-c5ccco5)ccc4c3CCN1C(=O)[C@@H](CC(=O)NCc1ccco1)C[C@@H]2C(=O)N1CCCCC1 | -6 | -19 | 2 | 8 | 7 | 10 | 2 | -5 | -2 | 5 |
| 9 | O=c1c2sc3nc(N4CCOCC4)c4c(c3c2ncn1C(c1ccccc1)c1ccccc1)CCCC4 | 3 | -1 | 0 | 2 | 0 | -2 | 0 | 8 | -4 | -9 |
| 11 | COCC1CCN(C(=O)c2cc(COc3ccc(-n4cncn4)cc3)on2)CC1 | 1 | 4 | 4 | -8 | 3 | 1 | 7 | 1 | 3 | -5 |
| 12 | CCCCn1c(=O)[nH]c(=O)c2c1nc(-c1cccc(OC)c1)n2C | 5 | 6 | 12 | 1 | 2 | -1 | -3 | 1 | 12 | 3 |
| 16 | CCc1nc2ccc(C(=O)N3CCN(C(=O)c4ccco4)CC3)cn2c1N(C)Cc1nccs1 | 4 | 3 | 7 | 1 | -6 | -2 | -3 | -4 | nt | 5 |

From PubChem BioAssay
